Source: PubChem
AID2073 = inhibitors of Mint1-CaV2.2 protein interaction, biochemical, HTRF (AID 2073). inhibition, % at 20 µM; hits with a dose series show IC50 in µM. HTRF protein-protein interaction, Mint1-CaV2.2; higher % means a stronger effect. 0.19% of 290,000 active; in the data active means inhibition mostly above about 51%, no sharp cut-off; inconclusive means no clear call, values can overlap the other calls; inactive means mostly below about 53%; further: some results filed as inactive read as strong as hits
GPR55 LPI antagonism = GPR55 antagonists blocking LPI-driven arrestin recruitment, primary screen, imaging, U2OS, beta-arrestin-GFP, LPI agonist (AID 2013) | U2OS GPR55 beta-arrestin-GFP translocation imaging, LPI antagonism; higher % means a stronger effect | inhibition, % at 10 µM, or IC50 in µM where a hit was titrated | 0.13% of 290,000 active;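 active means spots per cell inhibited over 60%, with over 100 cells counted and total cytoplasm intensity under 500,000; inconclusive means wells with under 100 cells, flagged as likely toxic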;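 further: U2OS cells stably carrying GPR55 and arrestin-GFP stimulated by 5 µM LPI near EC80; imaged beta-arrestin-GFP aggregate spots per cell after agonist stimulation; plate controls were LPI-stimulated DMSO wells for no effect and DMSO wells without LPI for full effect; some results filed as inactive read as strong as hits; confirmed hits need IC50 under 10 µM and bright autofluorescent wells are also inconclusive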
HIV peptide binding = cell-free HIV fusion peptide-binding blockers – biochemical, uHTS, fluorescence dequenching, primary screen (AID 1986). cell-free peptide binding, fluorescence dequenching, 30 min; higher % means a stronger effect. one-dose inhibition, % at 20 µM; IC50 in µM for titrated hits. 0.3% of 290,000 active; in the data active means inhibition mostly above about 52%, no sharp cut-off; inactive means mostly below about 76%; further: some results filed as inactive read as strong as hits
KOR beta-arrestin-1 = KOR agonists, beta-arrestin recruitment, primary screen, cell-based, luminescence, uHTS (AID 1777). KOR beta-arrestin recruitment, luminescence; higher % means a stronger effect. activation, % at 10 µM, or EC50 in µM where a hit was titrated. 0.02% of 280,000 active; in the data active means activation above about 50%, passing the limit was not always enough; further: a part of the inactive calls stands beside numbers as strong as those of hits
GPR35 antagonists = GPR35 antagonists blocking zaprinast-driven arrestin recruitment, primary screen, imaging, U2OS, beta-arrestin-GFP, zaprinast agonist (AID 2058) | inhibition, % at 10 µM, or IC50 in µM where a hit was titrated | 0.052% of 290,000 active | U2OS GPR35 beta-arrestin-GFP translocation imaging, zaprinast antagonism; higher % means a stronger effect;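 active means inhibition of at least 50% with at least 30 cells and total cytoplasm GFP at most 10,000,000; inconclusive means under 30 cells or total GFP of 10,000,000 plus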
NOD1 NF-kB reporter = inhibition of NOD1-driven NF-kB reporter – cell-based, luminescence, uHTS, primary screen (AID 1578); NOD1-driven NF-kB luciferase reporter cells, luminescence; higher % means a stronger effect; one-dose inhibition, % at 4 µM; EC50 in µM for titrated hits; 1% of 290,000 active; in the data active means inhibition mostly above about 36%, no sharp cut-off; inactive means mostly below about 34%;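 further: HEK-293T reporter cells stimulated with the NOD1 agonist gamma-tri-DAP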
KOR beta-arrestin-2 = KOR antagonists, beta-arrestin recruitment, cell-based, luminescence, uHTS (AID 1778); KOR beta-arrestin recruitment, luminescence, antagonist mode; higher % means a stronger effect; one-dose inhibition, % at 10 µM; IC50 in µM for titrated hits; 0.091% of 290,000 active; in the data active means inhibition above about 50%; further: strong numbers were not always called active
Siah-1 displacement = Siah-1 peptide-binding antagonists, primary screen, biochemical, fluorescence polarization, rhodamine-plectin, uHTS (AID 1817). Siah-1 / rhodamine-plectin peptide fluorescence polarization; higher % means a stronger effect. 0.02% of 290,000 active. displacement, % at 20 µM; hits with a dose series show IC50 in µM;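 active means displacement of at least 50% at 20 µM, with a fluorescence ratio check between 0.3 and a set limit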;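 further: plate controls were Siah plus tracer with DMSO for no effect and tracer alone without Siah for full effect; strong numbers were not always called active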
GPR55 activation = GPR55 agonists via beta-arrestin recruitment, primary screen, imaging, U2OS cells, beta-arrestin-GFP redistribution (AID 1961); activation, % at 10 µM; hits with a dose series show EC50 in µM; U2OS GPR55 beta-arrestin-GFP redistribution imaging; higher % means a stronger effect; 0.048% of 290,000 active;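 active means activation above 40% with more than 50 cells counted in the well; inconclusive means wells holding fewer than 50 cells, flagged as toxic or sparse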;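 further: U2OS osteosarcoma cells stably expressing GPR55 and beta-arrestin-GFP; plate controls were DMSO negative control for no effect and LPI positive control for full effect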
* = called active by the depositor; ? = inconclusive; . = no result given; [ ] = another dose, or the depositor's remark.

SMILES | AID2073 | GPR55 LPI antagonism | HIV peptide binding | KOR beta-arrestin-1 | GPR35 antagonists | NOD1 NF-kB reporter | KOR beta-arrestin-2 | Siah-1 displacement | GPR55 activation
CCn1c(SCC(=O)N/N=C/c2ccc(O)c(OC)c2)nc2ccccc21 | -4% | 7% | -0.8% | 1.7% | -7% | -1% | -18% | 4% | 0.8%
CN(C(=O)c1ccncc1)c1ccccc1 | -1% | 4% | -0.3% | 0.3% | 12% | 2% | 13% | 5% | 0.7%
N#C/C(=C\c1cn(CCOc2ccccc2)c2ccccc12)C(=O)NCc1ccco1 | 5% | -18% | 3.4% | 14% | -12% | -37% | -159% | -5% | -0.2%
COc1cc(C(=O)NCC(=O)n2nc(C)cc2C)cc(OC)c1OC | 1% | 4% | 1.4% | -5.3% | 0% | -7% | 17% | 4% | -0.1%
COC(=O)c1sc2ccccc2c1-n1cccc1C(=O)C(=O)Nc1ccc(F)cc1 | -1% | -5% | 1.4% | 5.7% | -2% | 14% | -22% | 2% | -0.1%
Cc1cc2ccccc2n2c(SCC(=O)N3CCOCC3)nnc12 | 4% | -1% | 0.9% | . | 3% | -15% | -22%[20 µM] | 9% | 0.3%
OCC1(CCc2ccccc2)CCN(Cc2cccn2-c2cccnc2)CC1 | 6% | 17% | 0.0% | -5.3% | 20% | -31% | 20%[20 µM] | 3% | -0.1%
O=[N+]([O-])c1cccc(-c2csc(N/N=C/c3cccc(O)c3)n2)c1 | 17% | 9% | -0.3% | -5.1% | 1% | 2% | -35% | 5% | -0.2%
O=C(/C=C/c1ccco1)Nc1nc(-c2ccccn2)cs1 | 54%* | 0% | 31% | -0.7% | -4% | -31% | 16% | 27% | -0.5%
Cc1onc(-c2ccccc2)c1C(=O)c1c[nH]c(C(=O)NCc2ccncc2)c1 | 6% | 16% | -0.8% | -3.7% | 4% | -6% | -15% | 5% | -0.3%
COc1ccccc1NS(=O)(=O)c1cc(NC(=O)CCNC(C)=O)ccc1C | 0% | -2% | 3.5% | 2.9% | 4% | 2% | -12% | -7% | 0.6%
COc1cc(OC)c2c(c1C(CCN1CCOCC1)c1ccc(N(C)C)cc1)OC(=O)CC2c1ccc(N(C)C)cc1 (configuration not stated) | -2% | 5% | -0.2% | 0.4% | -13% | -2% | -7% | -4% | 0.0%
Cc1cc(C(C#N)c2ccccc2)n2ncnc2n1 (configuration not stated) | 1% | -6% | 2.8% | 4.8% | 4% | -19% | 8% | -4% | -0.2%
C=CCNC(=O)c1ccc(C2SCC(=O)N2Cc2ccco2)cc1 (configuration not stated) | 52% | -2% | 9.4% | -4.5% | 1% | -34% | 8% | 15% | -0.3%
COc1ccc(C(=O)[C@H]2[C@H]3C(=O)N(c4ccccc4)C(=O)[C@H]3C3C=CC=NN32)cc1 (some centres not stated) | 7% | 1% | 1.9% | 0.5% | 7% | -11% | 4% | 0% | -0.1%
COc1ccc(OC)c(CCNC(=O)CS(=O)(=O)Cc2nc(-c3ccccc3C)oc2C)c1 | -5% | 6% | -2.0% | 3.8% | -16% | 0% | -10% | -4% | 0.0%
COc1ccc(NC(=O)c2cc(-c3cccs3)on2)c(OC)c1 | 21% | 2% | -0.1% | -4.2% | 11% | -1% | -26% | -2% | -0.3%
Cc1cc(C)n(C(=O)CCC(=O)Nc2ccc(C)c(C)c2)n1 | 3% | 12% | 0.5% | -1.7% | -2% | -4% | -14% | -2% | 1.0%
CC(C)C(=O)Nc1cccc(C(=O)Nc2nccs2)c1 | 0% | -5% | 0.5% | . | 8% | -32% | -36% | -2% | -1.0%
COc1cc2cc[n+](Cc3ccc([N+](=O)[O-])cc3)cc2cc1OC | 1% | 2% | 0.5% | -1.8% | 18% | -11% | -44% | -3% | 0.0%
CCC1Sc2ccc(S(=O)(=O)CCC(=O)Nc3ccc(NC(C)=O)cc3)cc2NC1=O (configuration not stated) | 17% | 7% | 2.0% | 5.9% | 15% | -24% | -35% | 12% | -0.2%
CCOC(=O)c1ccc(/C=C2/C=C(c3ccccc3)N(c3ccc(Cl)c(C(=O)O)c3)C2=O)cc1 | 17% | 12% | 37% | -1.2% | 4% | -5% | -58% | 3% | 0.9%
Cc1cc(-n2nc(C)cc2C)nc(NS(=O)(=O)c2ccccc2)n1 | 9% | 2% | -2.3% | -3.2% | 0% | 12% | 14% | 1% | -0.2%
COCCn1c(SCc2c(F)cccc2Cl)nc2c1c(=O)[nH]c(=O)n2C | -16% | 4% | 0.0% | -7.0% | 8% | -10% | 22% | -6% | -0.1%
COc1ccc(NC(=O)CN(C)S(=O)(=O)c2ccccc2)cc1 | 0% | 5% | -0.8% | 0.6% | 0% | -11% | 19% | 3% | -0.1%
Continuation:
SMILES | AID2073 | GPR55 LPI antagonism | HIV peptide binding | KOR beta-arrestin-1 | GPR35 antagonists | NOD1 NF-kB reporter | KOR beta-arrestin-2 | Siah-1 displacement | GPR55 activation
Cc1ccc(NC(=O)c2nc[nH]c2C(=O)N[C@@H](C)c2ccccc2)cc1 | 4% | 24% | 0.6% | 0.4% | 54% | -32% | -6% | 4% | 0.1%
O=C(c1ccc2c(=O)n(Cc3ccccc3)c(=S)[nH]c2c1)N1CCOCC1 | -28% | 15% | 0.5% | 2.5% | 17% | -27% | -43% | 7% | -0.1%
CCS(=O)(=O)N1CCC(C(=O)NCc2ccc(F)cc2)CC1 | 0% | -11% | 2.9% | -9.5% | 14% | 2% | 9% | 1% | -0.1%
Cc1ccnc(NC(=O)c2ccc(S(=O)(=O)c3ccccc3)cc2)c1 | -2% | 3% | 0.5% | -3.2% | -11% | -22% | 4% | -1% | 0.8%
COc1cc(NC(=O)CN(C)S(=O)(=O)c2ccc(-c3ccc(=O)[nH]n3)s2)cc(OC)c1 | 29% | -12% | 1.7% | -2.0% | -11% | 25% | 6% | 2% | -0.1%
C=C(C)CNC(=S)N1CCN(C(c2ccccc2)c2ccccc2)CC1 | 10% | -5% | -0.1% | 8.5% | 3% | 27% | 0% | -2% | 0.1%
O=C1c2cccc(OCc3ccc(F)cc3)c2CCN1Cc1ccccc1 | 3% | 0% | 0.5% | 3.2% | -3% | 4% | 10% | 2% | -0.2%
CN1C(=S)N(c2ccccc2)C(=O)/C1=C/c1ccco1 | ? | 3% | 26% | -0.9% | -2% | -19% | . | 5% | -0.4%
O=C(CSCC(=O)Nc1cccc([N+](=O)[O-])c1)Nc1ccccc1 | -8% | 4% | -0.2% | -2.8% | 11% | 4% | 12% | -4% | 0.3%
Cc1ccc(NC(=O)c2ccc3ncsc3c2)cc1S(=O)(=O)N(C)C | 6% | -11% | 0.6% | 4.3% | -18% | -15% | -9% | 1% | -1.5%
O=C(NCCN1CCOCC1)C1CCN(S(=O)(=O)N2CCCC2)CC1 | 6% | 4% | 0.2% | -3.1% | -16% | -21% | -15% | 5% | 0.8%
CN1CCN(S(=O)(=O)c2ccc3c(c2)NC(=O)C2CCCN32)CC1 (configuration not stated) | -3% | 3% | -1.7% | -0.1% | 1% | 2% | -18% | 5% | 0.1%
CCN1CCN(C(=O)c2ccc3c(=O)n(C4CCCC4)c(=S)[nH]c3c2)CC1 | -23% | 9% | 2.3% | 0.7% | 0% | -22% | 15% | -2% | -0.1%
O=C(CCCc1c[nH]c2ccccc12)NCC1COc2ccccc2O1 (configuration not stated) | -3% | -7% | 1.2% | 6.0% | -19% | -5% | -10% | 2% | 0.6%
COc1ccc(Br)cc1CN(C)C(=O)c1cc(Cl)c2c(c1)OCCO2 | 11% | 1% | -1.1% | -3.4% | -1% | -29% | -15% | -2% | 0.2%
CN(C)CCCNc1oc(-c2cccc(Cl)c2)nc1C#N | 28% | -3% | -1.6% | -1.2% | 0% | -2% | -13% | -1% | 0.2%
FC(F)(F)c1ccc(CSc2nccn2-c2ccccc2)cc1 | -22% | -3% | -2.9% | -0.4% | -5% | 3% | -11% | 3% | 0.0%
COc1cccc2sc(NN)nc12 | 16% | 31% | 3.2% | -4.7% | 1% | -30% | 2% | 2% | -0.3%
Cn1c([N+](=O)[O-])cnc1N1CCN(c2nncs2)C1=O | 17% | -7% | -0.2% | -0.3% | 3% | 2% | 9% | 0% | -0.1%
COc1ccc(/C=C/c2ccccc2)cc1[C@H]1[C@@H]2C=CCC[C@@]2(C)C(=O)N1Cc1ccccc1 | 13% | 16% | 2.3% | -0.2% | 18% | -7% | 21% | 3% | 0.7%
CC(=O)c1ccc(NC(=O)C2C3CCC(C3)C2C(=O)O)cc1 (configuration not stated) | -5% | -17% | 1.7% | -5.8% | -6% | -23% | -2% | 3% | -0.2%
COc1ccc2c(Cl)c(-c3nnc(SCC(=O)c4ccccc4)n3C)sc2c1 | 6% | -9% | 2.8% | 0.5% | -5% | 23% | -32% | 0% | 0.0%
CCOC(=O)N1CCN(S(=O)(=O)c2ccc(OC)c3ccccc23)CC1 | 0% | 7% | -2.1% | -4.0% | -3% | -18% | 2% | 3% | 0.0%
N#Cc1ccc(C(=O)Nc2ccc3ccccc3c2)cc1 | 7% | 9% | 1.3% | 0.3% | -21% | -90% | -1% | 6% | -0.2%
COc1cccc(NC(=O)CCNC(=O)C2CCN(S(=O)(=O)c3ccc(F)cc3)CC2)c1 | 12% | 9% | 2.0% | -1.2% | -1% | -18% | -44% | 19% | -0.2%

Reprinted at random: six entries already listed.
SMILES | AID2073 | GPR55 LPI antagonism | HIV peptide binding | KOR beta-arrestin-1 | GPR35 antagonists | NOD1 NF-kB reporter | KOR beta-arrestin-2 | Siah-1 displacement | GPR55 activation
N#Cc1ccc(C(=O)Nc2ccc3ccccc3c2)cc1 | 7% | 9% | 1.3% | 0.3% | -21% | -90% | -1% | 6% | -0.2%
CCS(=O)(=O)N1CCC(C(=O)NCc2ccc(F)cc2)CC1 | 0% | -11% | 2.9% | -9.5% | 14% | 2% | 9% | 1% | -0.1%
CN1CCN(S(=O)(=O)c2ccc3c(c2)NC(=O)C2CCCN32)CC1 (configuration not stated) | -3% | 3% | -1.7% | -0.1% | 1% | 2% | -18% | 5% | 0.1%
COc1ccc(Br)cc1CN(C)C(=O)c1cc(Cl)c2c(c1)OCCO2 | 11% | 1% | -1.1% | -3.4% | -1% | -29% | -15% | -2% | 0.2%
COc1cccc(NC(=O)CCNC(=O)C2CCN(S(=O)(=O)c3ccc(F)cc3)CC2)c1 | 12% | 9% | 2.0% | -1.2% | -1% | -18% | -44% | 19% | -0.2%
Cn1c([N+](=O)[O-])cnc1N1CCN(c2nncs2)C1=O | 17% | -7% | -0.2% | -0.3% | 3% | 2% | 9% | 0% | -0.1%

These rows are one share of the data, so the mix of outcomes need not match the whole.
